Screening results as filed in PubChem BioAssay.
IDE cell activ = boosts human insulin-degrading enzyme activity in HEK cells | P14735 | FAbeta-B cleavage, fluorescence polarization; 0% vehicle, 100% cell-free pure enzyme wells | activation, % at 5.96 µM | 340,000 compounds, 0.073% hits | AID 493087;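 active = activation above the mean of all tested compounds plus 3 SD, set per screening campaign, cut at about 17% in these data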
Target sequence (P14735 whole entry, looked up): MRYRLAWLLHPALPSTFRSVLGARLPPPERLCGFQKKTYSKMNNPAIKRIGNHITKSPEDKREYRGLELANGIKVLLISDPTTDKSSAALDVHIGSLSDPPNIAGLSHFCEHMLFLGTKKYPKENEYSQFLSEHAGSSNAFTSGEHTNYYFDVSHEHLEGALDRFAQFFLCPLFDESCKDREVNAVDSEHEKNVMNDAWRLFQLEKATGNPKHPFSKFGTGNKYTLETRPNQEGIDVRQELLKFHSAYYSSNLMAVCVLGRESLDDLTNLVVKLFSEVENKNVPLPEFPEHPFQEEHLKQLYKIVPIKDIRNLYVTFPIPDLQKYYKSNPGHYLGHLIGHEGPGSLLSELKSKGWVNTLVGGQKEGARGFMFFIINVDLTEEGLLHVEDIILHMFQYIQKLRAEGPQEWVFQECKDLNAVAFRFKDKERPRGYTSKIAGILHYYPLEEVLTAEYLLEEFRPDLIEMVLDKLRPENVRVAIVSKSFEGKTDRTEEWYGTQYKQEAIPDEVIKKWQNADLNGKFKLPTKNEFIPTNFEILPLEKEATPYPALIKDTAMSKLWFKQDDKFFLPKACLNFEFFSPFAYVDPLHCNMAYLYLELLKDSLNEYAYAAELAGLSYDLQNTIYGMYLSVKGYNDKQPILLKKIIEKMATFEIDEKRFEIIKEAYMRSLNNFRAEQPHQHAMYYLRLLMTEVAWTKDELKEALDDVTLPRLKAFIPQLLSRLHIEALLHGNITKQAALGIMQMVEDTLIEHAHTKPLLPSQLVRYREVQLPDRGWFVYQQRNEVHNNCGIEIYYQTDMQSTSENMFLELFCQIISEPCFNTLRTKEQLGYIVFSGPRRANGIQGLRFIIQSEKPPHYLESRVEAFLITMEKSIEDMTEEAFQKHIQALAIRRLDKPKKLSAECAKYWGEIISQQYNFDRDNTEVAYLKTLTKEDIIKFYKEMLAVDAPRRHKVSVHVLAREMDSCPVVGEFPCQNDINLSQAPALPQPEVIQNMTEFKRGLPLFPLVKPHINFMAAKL
IDE cell inh = cellular human IDE inhibition; AID 434962; inhibition, % at 5.59 µM; 320,000 compounds, 0.41% hits; HEK cells, FAbetaB cleavage, fluorescence polarization;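 active = percent inhibition above the average of all tested compounds plus 3 SD, set per screening campaign, cut at about 16% in these data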;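 note: IDE supplied by intact live HEK cells; FP after avidin binding of uncleaved biotin substrate so inhibition keeps polarization high; 0% = DMSO wells and 100% = 60 µM reference IDE inhibitor Ii1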
* marks the source's active call; other numbers are inactive results. The list is partial; the hit share may differ from the screen's.

Cc1noc(C)c1-c1ccc2ncnc(NC(C)c3ccco3)c2c1 (stereo unspecified)
  IDE cell activ: 0	IDE cell inh: 4
COc1cccc(/C=C/C(=O)OCC(=O)NC2CC2)c1
  IDE cell activ: 4	IDE cell inh: 3
CC(=O)N1CCC2(CC1)CC(=O)c1cc(Cl)ccc1O2
  IDE cell activ: 0	IDE cell inh: -4
CCOC(=O)C1CCCN(C(=O)c2ccc(S(=O)(=O)N3CCCC3)cc2)C1 (stereo unspecified)
  IDE cell activ: -2	IDE cell inh: 1
O=C(Cn1nc(C(=O)O)c2ccccc2c1=O)Nc1cc(S(=O)(=O)N2CCOCC2)ccc1Cl
  IDE cell activ: 3	IDE cell inh: 1
N#Cc1cccc(C(=O)OCC(=O)NC(=O)NC2CCCCC2)c1
  IDE cell activ: 1	IDE cell inh: -1
C[C@]12c3[nH]c4ccccc4c3CCN1C(=O)C(CC(=O)NCc1ccco1)C[C@@H]2C(=O)N1CCCCC1 (stereo partly specified)
  IDE cell activ: 1	IDE cell inh: -5
CC(=O)c1nn(-c2ccc(C)cc2)cc1C(=O)c1cccc(Br)c1
  IDE cell activ: 5	IDE cell inh: 0
COc1cc(/C=C/C(=O)OCC(=O)NCc2ccc(F)cc2)ccc1O
  IDE cell activ: 1	IDE cell inh: 5
CC(=O)c1cccc(NCC(=O)Nc2cccc(S(=O)(=O)N3CCCCC3)c2)c1
  IDE cell activ: 5	IDE cell inh: -3

The closing two entries of the section before come first, to join the parts.
COc1cc(/C=C/C(=O)OCC(=O)NCc2ccc(F)cc2)ccc1O
  IDE cell activ: 1	IDE cell inh: 5
CC(=O)c1cccc(NCC(=O)Nc2cccc(S(=O)(=O)N3CCCCC3)c2)c1
  IDE cell activ: 5	IDE cell inh: -3
COc1cc(OC)cc(-c2c(-c3ccc(F)cc3)c3cc(-c4ccc5[nH]ccc5c4)ccc3n2C)c1
  IDE cell activ: 5	IDE cell inh: -3
COc1cc(C#Cc2c(-c3cncn3C)n(C)c3ccc(-c4ccc(CN5CCOCC5)cc4)cc23)cc(OC)c1
  IDE cell activ: 0	IDE cell inh: 3
CC(=O)c1cccc(NC(=O)CSc2nc(=O)n(CCCN3CCOCC3)c3c2CCC3)c1
  IDE cell activ: 7	IDE cell inh: 0
Cc1ccc(C)c(OCCC(=O)OCC(=O)NC2CC2)c1
  IDE cell activ: -1	IDE cell inh: 1
COCCN(C(=O)COC(=O)/C=C/c1cccc(C(F)(F)F)c1)c1c(N)n(CC(C)C)c(=O)[nH]c1=O
  IDE cell activ: -1	IDE cell inh: 5
CC(=O)c1ccc(N2CCN(S(=O)(=O)c3ccc4ccccc4c3)CC2)cc1
  IDE cell activ: 4	IDE cell inh: -3
Brc1ccc(-c2ccccc2)cc1
  IDE cell activ: -3	IDE cell inh: 0
CN(CC(=O)Nc1cccc(F)c1)C(=O)C1CC(=O)N(Cc2ccco2)C1 (stereo unspecified)
  IDE cell activ: 2	IDE cell inh: -4
COc1ccc(/C=C/C(=O)NNC(=O)C(C)Oc2ccccc2F)cc1OC (stereo unspecified)
  IDE cell activ: -3	IDE cell inh: -3
Nc1cccc(-c2cn(-c3cc4cc(C#CC5(O)CCCCC5)ccc4oc3=O)nn2)c1
  IDE cell activ: 0	IDE cell inh: 4

Ordered by count of non-hydrogen atoms (high to low): part of the list above.
COc1cc(OC)cc(-c2c(-c3ccc(F)cc3)c3cc(-c4ccc5[nH]ccc5c4)ccc3n2C)c1
  IDE cell activ: 5	IDE cell inh: -3
COc1ccc(/C=C/C(=O)NNC(=O)C(C)Oc2ccccc2F)cc1OC (stereo unspecified)
  IDE cell activ: -3	IDE cell inh: -3
Brc1ccc(-c2ccccc2)cc1
  IDE cell activ: -3	IDE cell inh: 0

Continuation:
CC12CCC(=O)N1C(C(=O)OCC(=O)Nc1ccc(C(F)(F)F)cc1)CS2 (stereo unspecified)
  IDE cell activ: -1	IDE cell inh: 0
C=CCn1c(C)cc(C(=O)COC(=O)/C=C/c2c(C)nn(C3CCS(=O)(=O)C3)c2Cl)c1C (stereo unspecified)
  IDE cell activ: 0	IDE cell inh: 2
O=Cc1ccc(C(=O)O)cc1
  IDE cell activ: 4	IDE cell inh: 8
CS(=O)(=O)c1ccc(Cl)c(NC(=O)CNC(=O)c2ccc3c(c2)OCO3)c1
  IDE cell activ: -4	IDE cell inh: 3
CSc1ccc(C=O)cc1
  IDE cell activ: -1	IDE cell inh: 6
Cc1cccc(C(=O)NNC(=O)c2ccc(NS(=O)(=O)c3cccs3)cc2)c1C
  IDE cell activ: 1	IDE cell inh: 9
COc1ccc(CCNC(=O)COC(=O)/C=C/c2ccc3c(c2)OCO3)cc1OC
  IDE cell activ: 6	IDE cell inh: -3
COc1ccc(S(=O)(=O)N2CCCCC2)cc1NC(=O)CCCOc1ccccc1
  IDE cell activ: 4	IDE cell inh: 1
CC(C)(Oc1ccc(Cl)cc1)C(=O)NCC(c1cccs1)N1CCOCC1 (stereo unspecified)
  IDE cell activ: 5	IDE cell inh: 10
O=C(COC(=O)c1ccc(Cl)nc1)NNC(=O)c1ccc(Cl)cc1
  IDE cell activ: -4	IDE cell inh: 11

Of the compounds above, these have a Cl atom:
CC(=O)N1CCC2(CC1)CC(=O)c1cc(Cl)ccc1O2
  IDE cell activ: 0	IDE cell inh: -4
O=C(Cn1nc(C(=O)O)c2ccccc2c1=O)Nc1cc(S(=O)(=O)N2CCOCC2)ccc1Cl
  IDE cell activ: 3	IDE cell inh: 1
C=CCn1c(C)cc(C(=O)COC(=O)/C=C/c2c(C)nn(C3CCS(=O)(=O)C3)c2Cl)c1C (stereo unspecified)
  IDE cell activ: 0	IDE cell inh: 2
CS(=O)(=O)c1ccc(Cl)c(NC(=O)CNC(=O)c2ccc3c(c2)OCO3)c1
  IDE cell activ: -4	IDE cell inh: 3
CC(C)(Oc1ccc(Cl)cc1)C(=O)NCC(c1cccs1)N1CCOCC1 (stereo unspecified)
  IDE cell activ: 5	IDE cell inh: 10
O=C(COC(=O)c1ccc(Cl)nc1)NNC(=O)c1ccc(Cl)cc1
  IDE cell activ: -4	IDE cell inh: 11

The list goes on.
CN(Cc1cccc(Cl)c1Cl)C(=O)c1cc(S(=O)(=O)N2CCOCC2)ccc1F
  IDE cell activ: -2	IDE cell inh: -3
COc1ccccc1C(CNC(=O)c1ccc(-c2ccccc2Cl)o1)N1CCCC1 (stereo unspecified)
  IDE cell activ: 3	IDE cell inh: -3
CCOc1ccc(NC(=O)CN(C)C(=O)c2ccc3nc(CC)c(CC)nc3c2)cc1OCC
  IDE cell activ: 1	IDE cell inh: -1
O=C(NCCN1C(=O)S/C(=C\c2ccccc2F)C1=O)C1CC(=O)N(Cc2ccccc2)C1 (stereo unspecified)
  IDE cell activ: 0	IDE cell inh: 4
COc1ccccc1NC(=O)c1ccc(NC(=O)c2nc3nccc(C)n3n2)cc1
  IDE cell activ: -5	IDE cell inh: 4
CCN(C[C@H]1N[C@@](CC)(C(=O)OC)[C@H]2C(=O)N(C)C(=O)[C@@H]12)S(=O)(=O)c1ccc(OC(F)(F)F)cc1
  IDE cell activ: 4	IDE cell inh: -1
CC(C)OCc1ccc(C(=O)N2CCN(S(=O)(=O)c3ccc(Br)s3)CC2)cc1
  IDE cell activ: 3	IDE cell inh: 3
COc1ccccc1-c1noc(COC(=O)c2ccc(Br)o2)n1
  IDE cell activ: -1	IDE cell inh: 5
COc1ccc(S(=O)(=O)Nc2ccccc2)cc1
  IDE cell activ: 8	IDE cell inh: 9
CCOc1cc(N2CCOCC2)c(OCC)cc1NC(=O)CN1C(=O)N(C)C2(CCCCC2)C1=O
  IDE cell activ: 3	IDE cell inh: -1

O=C(CCN1CCOCC1)NNC(=O)c1ccc(Cl)c([N+](=O)[O-])c1
  IDE cell activ: 0	IDE cell inh: 2
CCn1c(SCC(=O)N(C)CC(=O)Nc2ccc(OC)cc2)nnc1-c1ccco1
  IDE cell activ: -1	IDE cell inh: 2
CC(C)(O)/C=C/C[C@](C)(O)C1CC[C@]2(C)C1[C@H](O[C@H]1O[C@@H](CO)[C@H](O)[C@@H](O)[C@@H]1O)CC1[C@@]3(C)CC[C@H](O)C(C)(C)C3[C@@H](O)C[C@]12C (stereo partly specified)
  IDE cell activ: 2	IDE cell inh: -2
COc1ccc2c(C(=O)NCc3ccc4c(c3)OCO4)c(-c3ccc(S(C)(=O)=O)cc3)sc2c1
  IDE cell activ: 1	IDE cell inh: 4
C=CCC[C@H](Cc1ccc(F)cc1)C(=O)OC[C@@H](C)NC(=O)[C@H](CC=C)CC(=O)NCCO
  IDE cell activ: 2	IDE cell inh: -1
CC1CCCCC1NC(=O)Cn1cc([N+](=O)[O-])ccc1=O (stereo unspecified)
  IDE cell activ: 8	IDE cell inh: -2
CN(CC(=O)Nc1ccccc1C(F)(F)F)C(=O)c1cc2c(s1)CCCCC2
  IDE cell activ: 4	IDE cell inh: 2
N#Cc1ccc(CN2CCN(CC(=O)Nc3ccccc3C(=O)NC3CC3)CC2)cc1
  IDE cell activ: -3	IDE cell inh: -2
Cc1ccc(S(=O)(=O)N2CCC(C(=O)N/N=C/c3cccn3C)CC2)cc1
  IDE cell activ: -1	IDE cell inh: -1
Cc1ccc(S(=O)(=O)N2CCCCC2)cc1C(=O)NCCC1=CCCCC1
  IDE cell activ: 3	IDE cell inh: -1

COc1ccc(-c2ccc3c(=O)cc(-c4ccsc4)oc3c2)cn1
  IDE cell activ: 1	IDE cell inh: 3
CC(OC(=O)c1cccc(S(=O)(=O)N2CCCC2)c1)C(=O)NC1CCCCC1C (stereo unspecified)
  IDE cell activ: 3	IDE cell inh: -5
CC(=O)Nc1ccc(SCC(=O)NC(=O)c2ccc(S(=O)(=O)N(C)C)cc2)cc1
  IDE cell activ: 4	IDE cell inh: 6
COc1ccc(C(=O)NCC(c2ccco2)N2CCc3ccccc32)cc1 (stereo unspecified)
  IDE cell activ: 2	IDE cell inh: 3
CCN(CC(=O)Nc1cc(Cl)ccc1C)C(=O)Cc1sc(C)nc1-c1ccc(F)cc1
  IDE cell activ: 2	IDE cell inh: 1
O=C1c2c(O)cc(O)cc2O[C@H](c2ccc(O)cc2)[C@H]1O
  IDE cell activ: 4	IDE cell inh: -4
O=C(Nc1ccc(S(=O)(=O)Nc2ncccn2)cc1)C12CC3CC(CC(Cl)(C3)C1)C2
  IDE cell activ: -5	IDE cell inh: -2
O=C(CSc1nc2ccccc2c(=O)n1CCCO)NC1CC1
  IDE cell activ: -3	IDE cell inh: 0
COc1ccc(C=NNC(=O)c2ccccc2NS(=O)(=O)c2cccs2)cc1O
  IDE cell activ: 5	IDE cell inh: -3
O=C(COC(=O)c1ccc(Cl)cc1Cl)Nc1cccc(S(=O)(=O)NC2=NCCC2)c1
  IDE cell activ: -4	IDE cell inh: 9
CC(C)N(C(=O)CN1CCN(S(=O)(=O)c2ccc(Br)s2)CC1)C(C)C
  IDE cell activ: -3	IDE cell inh: -3
CCCCn1c(CCl)nc2cc(S(=O)(=O)N3CCOCC3)ccc21
  IDE cell activ: 3	IDE cell inh: 0
Cc1noc(C)c1C(=O)Nc1sccc1C(N)=O
  IDE cell activ: 2	IDE cell inh: 2
